Screening results: PubChem BioAssay, several laboratories
ROMK primary = ROMK potassium channel modulators, primary screen, cell-based, thallium flux, MLSMR library | Tet-inducible ROMK, thallium flux fluorescence; actives lie on both sides | B-score at 10 µM | 2% of 130,000 active | AID 1918, 2009;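 active = signal ratio slope over the read window, or its plate-corrected B-score, at least 3 SD from the plate mean, either direction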;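 note: B-score of the F/F0 ratio slope over 7 to 12 s after thallium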
Target sequence (P48048 whole entry, looked up): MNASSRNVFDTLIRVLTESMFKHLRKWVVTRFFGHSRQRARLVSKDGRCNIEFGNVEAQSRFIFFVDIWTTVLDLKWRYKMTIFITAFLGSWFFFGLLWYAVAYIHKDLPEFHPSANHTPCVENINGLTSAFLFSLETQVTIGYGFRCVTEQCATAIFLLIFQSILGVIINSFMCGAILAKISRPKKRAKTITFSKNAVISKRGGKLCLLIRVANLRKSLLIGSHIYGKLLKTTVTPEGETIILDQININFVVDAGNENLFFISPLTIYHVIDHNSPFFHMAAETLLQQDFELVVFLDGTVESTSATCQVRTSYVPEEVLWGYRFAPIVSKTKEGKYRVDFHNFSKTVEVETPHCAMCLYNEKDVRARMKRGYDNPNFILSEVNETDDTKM
STAT1 blocker = STAT1 signaling inhibitors, primary screen, cell-based, HTS, luciferase reporter. NIH 3T3 STAT1-luciferase reporter, IFN-gamma, luminescence. inhibition, % at 5.5 µM. 0.35% of 200,000 active. AID 920, 2007;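 active = inhibition above a set limit, the mean inhibition across all tested compounds plus 3 SD, cut at about 34% in these data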;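 note: 0% = IFN-gamma with DMSO and 100% = IFN-gamma with 300 µM nifuroxazide; values of inactives mirror those of a sister screen read the other way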
SRC2 TRFRET art = TR-FRET signal artefacts, primary screen, artefact control for PPARgamma SRC-2 agonist project, biochemical. TR-FRET artefact counter-screen; hits give high values. TR-FRET ratio at 8 µM. 0.4% of 200,000 active. AID 1049, 2008; in the data active = TR-FRET ratio above about 2000; note: inactives centre near 1500
PPARg SRC-1 ag = PPARgamma agonists recruiting SRC-1 coactivator, primary screen, biochemical. activation, % at 8 µM. AID 631, 2007. PPARgamma-SRC-1 coactivator recruitment biochemical assay. 0.41% of 200,000 active; in the data active = activation above about 19%;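 note: 0% = DMSO and 100% = reference agonist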
PPARg SRC-3 ag = PPARgamma agonists recruiting SRC-3 coactivator, primary screen, biochemical; activation, % at 8 µM; biochemical PPARgamma/SRC-3 coactivator recruitment assay; 0.26% of 200,000 active; in the data active = activation above about 23%;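 note: 0% = DMSO and 100% = reference agonist; some compounds past the cut are filed as inactive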
TLR4-MyD88 BLA = inhibitors of TLR4-MyD88 association in cells, primary screen, cell-based, HeLa CL3-4, BLA complementation, FRET ratio | Toll-like receptor 4 (Homo sapiens) + Myeloid differentiation primary response protein … | HeLa CL3-4 TLR4/MyD88 BLA complementation | inhibition, % at 8.4 µM | 0.18% of 200,000 active | AID 861, 2007; in the data active = inhibition above about 25%;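 note: 0% = vehicle and 100% = reference inhibitor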
RAM network inh = inhibitors of the yeast RAM network, primary screen, dse1pr::URA3 reporter, 5-FOA selection; inhibition, % at 50 µM; S. cerevisiae dse1pr::URA3 reporter, 5-FOA growth OD615, 2 d; analog-sensitive cbk1-as2 kinase mutant strain; 1.8% of 190,000 active;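 active = inhibition above a set limit, 3 SD over mean compound inhibition, cut at about 8.4% in these data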;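 note: 0% = DMSO-only wells with no growth and 100% = 10 µM 1-NA-PP1 full growth; inhibition rescues growth on 5-FOA so higher OD means more RAM inhibition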
S1P3 antagonist = S1P3 receptor antagonists, primary screen, cell-based. inhibition, % at 4.98 µM. Sphingosine 1-phosphate receptor 3 (Homo sapiens), Q99500. AID 485, 2006. 0.27% of 170,000 active. CHO S1P3 NFAT-BLA reporter, FRET fluorescence, antagonist mode;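 active = inhibition above the plate cutoff, the mean inhibition of test wells on that plate plus 3 SD, cut at about 28% in these data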;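 note: cells challenged with S1P at its EC80 of 0.8 µM; blue over green emission ratio from cleaved BLA substrate after 4 h stimulation; 0% = S1P-stimulated wells and 100% = unstimulated DMSO-only wells; some compounds past the cut are filed as inactive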
Target sequence (Q99500 whole entry, looked up): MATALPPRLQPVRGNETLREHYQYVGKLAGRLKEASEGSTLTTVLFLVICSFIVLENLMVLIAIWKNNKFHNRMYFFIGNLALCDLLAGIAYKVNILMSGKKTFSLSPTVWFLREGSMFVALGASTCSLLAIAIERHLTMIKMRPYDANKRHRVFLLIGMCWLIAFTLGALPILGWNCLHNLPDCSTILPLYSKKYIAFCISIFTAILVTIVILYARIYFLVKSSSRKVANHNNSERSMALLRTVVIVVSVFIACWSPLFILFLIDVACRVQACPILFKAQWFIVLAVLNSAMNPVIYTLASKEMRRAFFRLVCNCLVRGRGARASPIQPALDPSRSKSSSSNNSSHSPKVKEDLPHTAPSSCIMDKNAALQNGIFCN
STAT3 act = IL-6 driven STAT3 reporter potentiators, primary screen, U3A cells, luciferase, luminescence, MLSCN library; activation (% of control), % at 5.6 µM; AID 871, 2007; 0.91% of 190,000 active; IL-6 STAT3-luciferase reporter; 100% = signal with IL-6 EC80 alone;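 active = activation above the screen-wide mean of compound activation plus 3 SD, cut at about 130% in these data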;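 note: 0% = background luminescence of wells with medium and substrate only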
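Test system: human U3A cells carrying STAT3-luciferase construct; control set: IL-6-only wells as 100% reference; timing: compound pre-incubation 1 h before IL-6, then 6 h stimulation at 37 °C; also added: IL-6 stimulus at 33 ng/mL final; evaluation: % activation versus median of IL-6-stimulated wells; detection: reporter luminescence signal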
PPARg SRC-2 ag = agonists of PPARg-SRC-2 recruitment, primary screen, biochemical, HTS. 0.34% of 200,000 active. activation, % at 8 µM. AID 1032, 2008. Peroxisome proliferator-activated receptor gamma (Homo sapiens), P37231. PPARgamma LBD-SRC-2 recruitment; in the data active = activation above about 22%;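 note: 0% = vehicle and 100% = reference agonist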
STAT3 inh = IL-6 driven STAT3 reporter inhibitors, primary screen, U3A cells, luciferase, luminescence, MLSCN library; IL-6 STAT3-luciferase reporter; host cell line lacks STAT1; AID 862, 2007; 0.89% of 190,000 active; inhibition, % at 5.5 µM;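 active = inhibition above the mean inhibition across all screened compounds plus 3 SD, cut at about 44% in these data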;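 note: 0% = DMSO only wells and 100% = 100 µM nifuroxazide control wells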
* hit, by the source's call; . = not tested or not shown.

SMILES	ROMK primary	STAT1 blocker	SRC2 TRFRET art	PPARg SRC-1 ag	PPARg SRC-3 ag	TLR4-MyD88 BLA	RAM network inh	S1P3 antagonist	STAT3 act	PPARg SRC-2 ag	STAT3 inh
CC1CCN(S(=O)(=O)c2ccc(NC(=O)CSc3ncccc3C(=O)O)cc2)CC1	.	6.7	1477	1.6	1.3	-11.3	3.5	-12.9	93.2	1.0	14.2
CC(C)NC(=O)c1ccccc1S(=O)c1ccccc1C#N (stereo unspecified)	.	-4.0	1485	4.1	2.2	8.4	0.4	.	103.9	6.8	-4.5
CC1CCCC/C1=N/Nc1ccc([N+](=O)[O-])cc1[N+](=O)[O-] (stereo unspecified)	.	8.9	1600	3.1	11.5	2.2	2.9	.	105.8	8.6	1.1
Cn1nc(C(F)(F)F)c(/C=N/OCc2c(Cl)cccc2Cl)c1Cl	.	-8.8	1463	0.7	-1.0	-2.5	0.2	.	123.2	9.3	-16.3
NC(=O)c1cc2nc(-c3ccco3)cc(C(F)(F)F)n2n1	.	-1.2	1636	2.0	4.2	3.8	0.9	.	98.6	7.3	2.8
COc1ccc(NC(=S)NC(=O)CC(C)C)c(OC)c1	-1.57	-16.8	1664	10.6	-2.9	-0.3	0.4	4.1	110.7	4.4	-7.8
CCCc1[nH]n(-c2nc3ccccc3s2)c(=O)c1C=NCC(C)C	-1.33	3.0	1517	-2.9	-8.8	12.4	1.7	.	84.7	0.2	22.2
CCS(=O)(=O)N1CCC(C(=O)NCCCOC)CC1	0.118	-0.1	1612	7.3	7.6	6.6	0.3	-7.6	101.6	4.6	5.4
CCCCOc1ccc(CSc2ncn[nH]2)cc1	.	-14.5	1515	-5.1	-5.0	2.5	-1.2	-4.1	107.2	-3.3	-6.0
CCCCN(CCCC)CC(O)CN(c1cc([N+](=O)[O-])ccc1OC)S(=O)(=O)c1ccccc1 (stereo unspecified)	.	-1.2	1578	-2.1	-8.4	13.2	0.1	-11.4	106.1	0.4	-12.7
O=C(NC1CCCCC1)N(Cc1cc2cc3c(cc2[nH]c1=O)OCCO3)C1CCCCC1	-0.0595	1.5	1441	-1.5	-8.2	0.9	5.4	.	94.1	-1.7	12.5
COc1cc(NS(=O)(=O)c2ccc(NC(=O)c3ccc(S(=O)(=O)N4CCCC4)cc3)cc2)ncn1	-1	1.1	1751	10.8	6.0	-3.0	4.5	-11.0	100.2	1.1	2.0
CN(C)S(=O)(=O)c1ccc(NC(=O)CCNC(=O)c2ccc([N+](=O)[O-])cc2)cc1	0.23	5.8	1414	0.7	-1.1	8.6	2.2	0.3	97.2	0.8	8.9
COc1ccc(C(=O)COC(=O)CNC(=O)c2cc(OC)cc(OC)c2)cc1	.	6.9	1587	5.4	6.7	-9.2	2.6	2.4	105.9	5.4	-4.2
O=c1c2ccccc2nc2n1CCCCC2	-0.394	5.5	1493	-3.9	0.2	7.4	1.1	10.2	98.3	-6.3	6.1
CC(=O)C1=C(C)N(CC2CC2)C(=O)N[C@H]1c1ccccc1	0.101	-3.6	1596	7.0	1.1	-5.9	0.9	-15.8	94.8	8.9	3.4
O=C(OCCN=C1NS(=O)(=O)c2ccccc21)c1ccco1	0.452	2.0	1628	-4.9	2.6	8.9	1.2	-4.5	85.1	-6.8	26.5
COc1ccc(CCNc2nc(N3CCOCC3)nc(N3CCOCC3)n2)cc1OC	-1.29	-4.4	1585	-1.0	-1.2	11.1	0.9	-10.1	108.0	-5.1	-6.4
Cc1ccccc1CN(c1ccc(C(=O)NCc2cccnc2)cc1)S(C)(=O)=O	-0.485	0.9	1605	-1.2	-2.4	-0.2	1.7	-7.4	99.9	9.9	6.2
CCOC(=O)c1ccccc1NC(=O)CSc1nnc(Cc2cccn2C)n1-c1ccc(C)cc1	.	3.5	1707	8.7	7.2	-1.8	3.3	26.1	99.3	8.5	6.6
O=C(NC(c1ccccc1)c1ccccc1)c1ccc(=O)[nH]n1	0.505	-6.3	1639	-4.5	-3.1	-2.3	-0.4	-17.5	104.9	0.2	1.0
COc1ccccc1OCC(=O)NCCNC(=O)COc1ccccc1OC	0.737	-2.7	1582	7.1	-2.3	1.8	2.8	-104.2	97.9	1.0	5.0
Cc1cc(=O)oc(C)c1C(=O)NCCC(C)C	.	0.2	1799	0.7	19.2	-10.6	1.5	.	99.1	3.0	4.9
CCC(C)(C)n1nnnc1C(c1ccncc1)N1CCC(Cc2ccccc2)CC1 (stereo unspecified)	-1.13	2.9	1664	2.4	7.8	8.8	-0.9	.	104.4	-1.7	-1.6
COC(=O)COc1ccc(C2Nc3c(Cl)ccc(C(=O)O)c3C3C=CCC32)cc1 (stereo unspecified)	-0.0552	-4.5	1562	11.4	5.0	14.8	3.9	-9.3	106.6	13.2	-3.0

(continued)
SMILES	ROMK primary	STAT1 blocker	SRC2 TRFRET art	PPARg SRC-1 ag	PPARg SRC-3 ag	TLR4-MyD88 BLA	RAM network inh	S1P3 antagonist	STAT3 act	PPARg SRC-2 ag	STAT3 inh
COCCn1nnnc1C(c1ccc(O)c(OC)c1)N1CCc2ccccc2C1 (stereo unspecified)	0.0355	-0.9	1578	1.7	-0.5	-9.3	1.5	-0.8	98.1	10.7	8.5
OCCC1CN(Cc2cccn2-c2ncccn2)CCN1CCc1ccccc1 (stereo unspecified)	-0.00727	-4.2	1534	4.6	3.8	1.0	3.2	10.8	104.0	4.1	-0.2
S=C(NCCc1ccncc1)Nc1ccccc1	0.512	1.4	1420	2.5	-1.8	12.1	0.1	-4.6	102.7	-3.3	4.8
O=C(CCC(=O)NNC(=O)c1ccc([N+](=O)[O-])cc1)NCc1ccccc1	0.309	-7.0	1556	-5.2	0.2	-13.6	1.1	-9.8	101.4	0.7	3.2
O=C(NC(=S)NCCN1CCOCC1)c1ccccc1Br	0.273	5.9	1504	1.8	0.9	-6.8	2.0	-6.6	102.5	-1.2	1.1
CO/N=C/C(=N\Nc1ccc(C)cc1)C(=O)c1ccc(OC)cc1	0.905	-1.3	1405	-5.9	-0.6	11.9	10.0*	.	101.4	4.5	2.9
O=S(=O)(NCC1CCN(S(=O)(=O)c2ccccc2)CC1)c1ccccc1	.	2.4	1465	-5.7	0.9	2.8	2.4	7.3	105.2	-3.4	-3.6
CCCc1[nH]nc2c1C(c1ccc(Br)s1)C(C#N)=C(N)O2 (stereo unspecified)	.	3.6	1598	10.4	8.8	3.8	-1.0	6.6	97.2	-6.8	7.3
O=C(CSc1nnnn1-c1ccccc1)NCc1ccco1	-0.29	3.7	1505	-4.8	-7.7	5.3	3.6	.	97.6	-1.5	5.0
Cc1ccc2cccc(NC(=S)NC(=O)c3ccccc3)c2n1	.	11.9	1598	5.0	1.0	-6.4	1.3	.	168.7*	5.5	-68.4
CC(C)CCOC(=O)C[N+](C)(C)CCOC1CC2CCC1(C)C2(C)C (stereo unspecified)	-4.1*	26.0	1417	-2.5	-0.9	-0.5	-1.3	-17.6	89.1	-4.6	22.5
CCN(CC)S(=O)(=O)c1cccc(-c2nnc(SCc3nc4ccccc4s3)o2)c1	.	-12.8	1556	-0.2	7.2	-5.5	15.3*	.	139.2*	4.7	-45.9
O=C(NCCc1ccccc1)c1c(F)cccc1F	-0.584	-27.5	1602	-11.4	4.9	5.9	3.1	1.9	105.5	1.3	-4.1
O=C(N/N=C/c1c(O)n(-c2ccc(Cl)cn2)c(=O)c2ccccc12)C1CC1	.	-4.2	1477	3.9	8.3	-4.9	1.0	-12.5	93.2	-1.8	12.6
Cc1ccc(C)c(NC(=O)C2Cc3ccccc3CN2C(=O)OCc2ccccc2)c1 (stereo unspecified)	.	5.0	1637	-4.8	-8.7	2.8	3.4	.	104.7	0.0	-3.0
COc1ccc(Cc2nc3ccccc3n2CC(=O)N/N=C/c2ccc(C)cc2O)cc1OC	0.963	-8.7	1512	-5.7	-1.0	8.4	-0.2	1.4	98.7	3.5	5.0
COC(=O)c1cc(OC)c(OC)cc1NC(=O)c1ccc(Br)o1	.	-4.5	1554	18.6	3.6	-1.4	.	-7.9	82.2	-2.8	23.5
COC(=O)C(C)Oc1ccc2c3c(c(=O)oc2c1)CCCCC3 (stereo unspecified)	.	1.5	1456	-4.4	-5.8	15.2	1.3	-1.1	98.6	-5.7	5.8
Cc1csc(NC(=O)c2ccc(-c3ccc(Cl)cc3Cl)o2)n1	0.824	-5.7	1310	-1.5	0.6	-0.5	0.5	-31.8	106.0	-7.1	-5.9
CCCCNC(=O)c1ccc2c(c1)N(CC)C(=O)CS2	.	-1.4	1472	9.1	6.6	18.7	0.2	-17.8	95.8	-3.2	12.3
Cc1cc(C(=O)NN=C2C3CC4CC(C3)CC2C4)c2ccccc2n1	.	-4.7	1679	-15.3	-5.6	8.2	1.6	.	105.8	4.9	4.7
CC(CC1C(C#N)=C(N)OC2=C1C(=O)CCC2)c1ccccc1 (stereo unspecified)	.	-1.1	1468	2.2	-2.9	16.0	2.8	-7.5	95.9	-2.8	12.1
CCOc1ccc2nc(NC(=O)Nc3ccccc3)sc2c1	-0.584	-59.2	1487	6.3	0.9	2.8	-0.2	.	91.3	11.3	15.6
CCOc1ccc(C(=O)N2CCCC2C(=O)O)cc1 (stereo unspecified)	0.0761	13.8	1444	-5.2	-1.0	-9.7	0.9	-32.5	108.2	-5.1	-3.0
CC(NC(=O)COc1ccc(N(C)S(=O)(=O)c2ccccc2)cc1)c1ccccc1 (stereo unspecified)	-0.152	-1.6	1605	6.2	7.0	-6.6	5.9	12.2	97.3	1.1	5.6
COc1ccc(N2CCN(CC(=O)NC(=O)NC(C)(C)C)CC2)cc1	-0.134	0.8	1670	4.5	4.2	-3.9	2.6	-11.9	100.9	9.0	6.6
Cc1ccc2c(c1)nnn2C1CCN(S(C)(=O)=O)CC1	.	10.7	1400	2.0	-6.6	-1.7	0.0	-11.6	99.7	1.7	0.8

Some of these compounds in order of the TLR4-MyD88 BLA value, lowest first.
smiles	TLR4-MyD88 BLA
Cc1ccc2cccc(NC(=S)NC(=O)c3ccccc3)c2n1	-6.4
COC(=O)c1cc(OC)c(OC)cc1NC(=O)c1ccc(Br)o1	-1.4
CO/N=C/C(=N\Nc1ccc(C)cc1)C(=O)c1ccc(OC)cc1	11.9
